From PubChem BioAssay
SSB-PriA inh: K. pneumoniae PriA-SSBct interaction inhibition. AlphaScreen SSBct-PriA binding, biotinylated peptide. inhibition, % at 33 µM. actives 0.6% (n = 430,000); in the data active = inhibition mostly above about 37%, no sharp cut-off; inactive = mostly below about 20%;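 note: plate controls were negative control peptide for no effect and reference peptide for full effect; strong numbers were not always called active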
Active calls of the source: *; & = joins results of further samples. This is a subset; the hit share may differ from the screen's.

molecule | SSB-PriA inh
COC(=O)c1ccc(CSc2ccc(NC(C)=O)nn2)o1 | -20
CC(=O)Nc1ccc(NC(=O)c2csc3nc(-c4ccc(F)cc4)cn23)cc1 | 10
CCOC(=O)c1sc(NC(=O)CCS(=O)(=O)c2ccccc2)nc1-c1ccccc1 | -16
COc1ccc(NC(=O)N2CCC(SC(C)(C)C)C2)cc1 (configuration not stated) | -2
Cc1cc(=O)n2c(n1)SC[C@@H]2CC(=O)OCc1cc(-c2cccs2)on1 | -15
COc1ccccc1C(=O)NC[C@H](OCCO)c1ccc(C)cc1 | -6
Cc1cc(Nc2ccc(S(=O)(=O)NC(C)C)cc2)c2ccc(C(F)(F)F)cc2n1 | -13
CC1C(=O)NCCN1C(=O)CCSc1ccc(Cl)cc1 (configuration not stated) | 0
O=C(Nc1nc(S(=O)(=O)Cc2ccccc2)ns1)c1cccnc1 | -1
O=C(O)C1OCCc2ccccc21 (configuration not stated) | -8
COc1cccc(-c2cc(C(=O)NN=Cc3cccc(OC)c3OC)c3ccccc3n2)c1 | -1
COc1ccc([N+](=O)[O-])cc1NC(=O)C1CCN(S(=O)(=O)c2ccc(Cl)s2)CC1 | -2
CC1CCCC(C)N1N=Cc1ccccc1F (configuration not stated) | -1
O=C(/C=C/c1ccc(N2CCOCC2)o1)c1ccc(Br)cc1 | -11
Cc1ccc(S(=O)(=O)n2c(=O)sc3ccccc32)cc1 | 0
COCCCCC(=NOCCN)c1ccc(C(F)(F)F)cc1 | 6
COc1ccc(CCS(=O)(=O)NCc2ccsc2)cc1 | 1
CC(=NNc1nncc2ccccc12)c1ccc(Cl)c([N+](=O)[O-])c1 | 1
COc1cc(C=NNC(N)=O)cc(Br)c1OCc1ccc(C)cc1 | 2
Cc1ccc(NC(=O)CSc2nccc(N3CCCC3)n2)cc1Cl | 2

(further entries)
molecule | SSB-PriA inh
COc1ccccc1C(=O)NCCc1ccc(N(C)C)cc1 | 16
CCCc1cc(=O)n(CC(=O)NCc2ccc(F)cc2)cn1 | -4
C=CS(=O)(=O)N(c1ccc([N+](=O)[O-])cc1)S(=O)(=O)C=C | 20
COC(=O)c1ccc2c(=O)n(CC(=O)N3CCN(c4ccc(F)cc4)CC3)c(=S)[nH]c2c1 | 4
O=C(NC(=O)C(F)(F)F)Nc1ccn(-c2ccccc2)n1 | 4
COc1ccccc1CCNC(=O)Cc1csc(SCc2ccc(Cl)cc2)n1 | 2
CC(=NNS(=O)(=O)c1ccc(Br)cc1)c1ccc(-n2ccnc2)cc1 | -7
CC(=O)c1ccc(N2C(=O)/C(=C/c3ccccn3)SC2=S)cc1 | -15
COCCN1CCC(NC(=O)c2cccs2)CC1 | -14
O=S(=O)(Cc1ccccc1F)N1CC[C@H](n2cc(-c3ccccc3)nn2)C1 | -14
O=c1cc(-c2ccccc2)nc(SCc2nc(-c3ccc(OC(F)(F)F)cc3)no2)[nH]1 | 1
Cc1cc(C)n(-c2cc(NC(=O)C(C)Oc3cccc(Cl)c3)ncn2)n1 (configuration not stated) | -8
CCOc1nn(CC)cc1C(=O)Nc1ccccc1SC | -11
O=c1cnnc(NN=Cc2cccs2)[nH]1 | -4
Cc1ccc(SCCCC(=O)N2CCNC(=O)C2C)cc1 (configuration not stated) | 0
O=C(Cc1ccc(F)cc1)NCCc1ccoc1 | -16
Cc1ccc(Cl)cc1S(=O)(=O)Nc1ccc2c(c1)N(C)C(=O)C(C)(C)CO2 | 2
COc1ccc(Cl)cc1NC(=O)Cn1c(C)cc(C)c(-c2nc(-c3ccc(Cl)cc3)no2)c1=O | -13
CC(C)N(C(=O)/C=C/c1c(Cl)cccc1Cl)C(C)C | -52
O=C(CCSc1ccccc1)NCc1ccc(C(O)c2ccccc2)s1 (configuration not stated) | 13

Following part.
molecule | SSB-PriA inh
COc1cccc(C(=O)Nc2nnc(Cc3ccc4c(c3)OCO4)o2)c1OC | -18
O=C(NCCn1ncc2c(N3CCN(c4ccccc4)CC3)ncnc21)C(=O)c1c[nH]c2ccccc12 | 13
Cc1cccc(CN2C(=O)CCC2c2nc(C3CC3)no2)c1 (configuration not stated) | -1
COc1ccc(Cl)c2sc(N(Cc3cccnc3)C(=O)c3cccc(C)c3)nc12 | 0
Cc1nnc(SCC(=O)NC2CCCC2)c2c1cnn2-c1ccc(F)cc1 | -13
Cc1nnc(NC(=O)CN2CC(c3nc(-c4ccco4)no3)C2)s1 | -7
Cc1nc(NN=Cc2ccc(O)cc2O)cc(N2CCOCC2)n1 | 33
O=C(Nc1nccs1)c1cn(-c2ccccc2)nc1-c1ccc2c(c1)OCCO2 | 3
CC(C)(C)n1ncc2c(=O)n(CCC(=O)Nc3nccs3)cnc21 | 9
Cc1cc(SC(NC(=O)c2ccccc2)C(=O)c2ccccc2)nc(C(C)C)n1 (configuration not stated) | -3
O=C(Nc1cc(C2CC2)nn1-c1nc(-c2ccccc2)cc(=O)[nH]1)C1CCCC1 | -2
CON=Cc1c(-c2ccc(Cl)cc2)nc2cc(C)ccn12 | -18
COCc1nn2c(c1-c1ccccc1)NC(=O)C2CC(=O)Nc1ccccc1C(F)(F)F (configuration not stated) | -3
O=C(Nc1cc(N2CCN(c3ccccc3)CC2)ncn1)c1cncc(Br)c1 | -1
Cc1c(C(O)=C2C(=O)C(=O)N(CCN(C)C)C2c2cccs2)cnn1-c1ccccc1 (configuration not stated) | -6
COc1cc(OC)c(NC(=O)Cn2nc3ccc(SC4CCCCC4)nn3c2=O)cc1Cl | -11
O=C(COc1ccc(Cl)cc1Cl)NCCOc1ccccc1 | -23&-23
CCOC(=O)c1c(NC(=O)c2ccc(N3C(=O)CCC3=O)cc2)sc2c1CCC2 | -6
O=C(CCCn1nc(-c2ccccc2)ccc1=O)Nc1ccccc1-c1ccccc1 | -26
Oc1ccc(C=NNc2cc(N3CCOCC3)nc(N3CCOCC3)n2)c(O)c1 | 21

Next records:
molecule | SSB-PriA inh
Cc1cc(NC(=O)C2CC2)n(-c2nc3c(cnn3-c3ccc(C)c(C)c3)c(=O)[nH]2)n1 | -14
COC(=O)c1ccsc1NC(=O)C1CN(C(=O)COc2ccccc2F)C1 | -1
CC(C)CN1C(=O)C(C)(C)COc2ccc(NC(=O)c3cc(Cl)ccc3[N+](=O)[O-])cc21 | 40
CCN1CCCc2cc(CCNC(=O)c3ccc(OC(C)C)cc3)ccc21 | 61*
Cc1cc(OCC(=O)Nc2ccccc2Br)nc(N2CCC(C)CC2)n1 | -6
COc1ccc(-c2noc(CSc3nc4ccsc4c(=O)n3C)n2)cc1 | -20
CNc1nn(CC(=O)Nc2ccc(C(C)=O)cc2)c(N)c1-c1nc(-c2ccc(C)cc2)no1 | 5
O=C(c1ccco1)N1C2C=CCC1CC2 (configuration not stated) | -3
O=C(NCC#CCN1CCCCC1)c1cccs1 | 1
COc1cccc(C(O)=C2C(=O)C(=O)N(c3ccccn3)C2c2cccc(OC)c2OC)c1 (configuration not stated) | -3
Cc1c(C(=O)C(=O)Nc2ccc(OC(F)(F)F)cc2)c2ccccc2n1C | -7
COc1cccc2c1OC(c1ccc(C)o1)N1N=C(c3cccs3)CC21 (configuration not stated) | 24
Cc1cc(C(=O)Nc2nc(C(=O)Nc3ccc(F)c(C(F)(F)F)c3)co2)no1 | -9
Cc1ccc(-n2c(Cc3cccn3C)nnc2SCC(=O)Nc2ccc3c(c2)OCCO3)cc1 | 16
COc1ccc(C(=O)CN2C(=O)CC(c3cccs3)CC2=O)cc1 | 6
CCOc1ccc(CC(=O)Nc2cc(-c3cn4nc(OC)ccc4n3)ccc2Cl)cc1 | -9
CCCCOc1ccc(NC(=O)NCc2cncc(-c3cccs3)c2)cc1 | -2
CNC(=O)c1csc(NC(=O)c2cc3ccccc3oc2=O)n1 | 10
COc1ccc(Cl)c2sc(N3CCN(S(=O)(=O)c4ccc(Cl)s4)CC3)nc12 | -5
COc1cc(NC(=O)Cn2cnc3c(sc4cccc(Cl)c43)c2=O)cc(OC)c1OC | -5

(continued)
molecule | SSB-PriA inh
Cc1onc(-c2ccccc2Cl)c1C(=O)NCC(O)(c1ccccc1)C(F)(F)F (configuration not stated) | -20
COc1ccc(Br)c(C(=O)NCc2cc(-c3ccco3)n(C)n2)c1 | 7
Cc1cc(C)[n+]2c(C)sc(-c3ccccc3)c2n1 | -13
CCOC(=O)c1sc(NC(=O)CCS(=O)(=O)c2ccc(Cl)cc2)cc1C | -11
CC(=NNc1nc2ccccc2[nH]1)c1cccs1 | 27
O=C(/C=C/c1ccco1)NCCSc1ncc(-c2ccc(Cl)cc2)[nH]1 | 30
O=C(CSc1cccc2cccnc12)c1ccc(-c2ccccc2)cc1 | 33
CCN1C(=O)c2cccc3c(NC(=O)c4ccc(-c5nc6ccccc6s5)s4)ccc1c23 | -1
CC(C)C(=O)Nc1nnc(-c2ccc(Br)cc2)o1 | -11
Cc1cccc(N=C2CSc3nnc(-c4ccccc4Br)n3N2)c1C | -15
COc1cc(C(NC(=O)CCl)NC(=O)CCl)ccc1OCCC(C)C | 13
FC(F)Oc1ccc(-n2c(-c3ccc(Br)cc3)cnc2SC2CCCC2)cc1 | -8
Cc1ccc(F)cc1NC(=O)CSc1nc2c(c(=O)[nH]1)CN(Cc1ccc(F)cc1)CC2 | -6
O=C(/C=C/c1cccs1)Nc1nnc(-c2ccno2)o1 | 2
COc1cccc2cc(C(=O)N(C[C@H]3CCCO3)c3nc4c(C)ccc(C)c4s3)oc12 | -8
COc1ccc(Cl)cc1NC(=O)CSc1nccn1-c1ccc(F)cc1 | 3
O=C(Cn1cnc2ccccc21)N1CCN(c2ccc(-n3ccnc3)nn2)CC1 | -33
O=C(Nc1nc(-c2ccccn2)cs1)c1cc(S(=O)(=O)N2CCOCC2)ccc1Cl | 116*
Cc1cc(NC(=O)C(C)Cn2cncn2)no1 (configuration not stated) | -25
Cc1nnn(-c2nonc2N)c1C(=O)NN=Cc1ccccc1O | -12

Next part; the last 2 above are carried over.
molecule | SSB-PriA inh
Cc1cc(NC(=O)C(C)Cn2cncn2)no1 (configuration not stated) | -25
Cc1nnn(-c2nonc2N)c1C(=O)NN=Cc1ccccc1O | -12
COc1ccc(C(=O)N2CCN(c3ccc(-c4ccc(F)cc4)nn3)CC2)c(OC)c1 | 2
COc1cc(C=NNc2ccccc2)ccc1OC(=O)c1cccs1 | 5
O=C(c1ccc2c(c1)OCO2)N1CC(C(=O)N2CCN(c3ncccn3)CC2)C1 | -39
CC(=NNC(=O)CNC(=O)c1cccc(F)c1)c1ccc2c(c1)CCCC2 | -12
COc1ccc(S(=O)(=O)N(C(C)=O)c2cc3sc(=O)oc3c3ccccc23)cc1 | -8
O=C(CN(Cc1ccc(Cl)cc1)S(=O)(=O)c1cccnc1)Nc1ccc2c(c1)OCCCO2 | -5&1
Cn1c(C(F)(F)F)nn(CCNC(=O)c2cnn(-c3ccccc3)n2)c1=O | -14
COc1ccc(CCC(=O)NCc2cc(-c3ccccc3)on2)cc1 | -8&-3
NS(=O)(=O)c1ccc(S(=O)(=O)N2CCC(S(=O)(=O)c3ccccc3)CC2)cc1 | -15
Cc1cccc(NC(=O)NCCCn2nc(-c3ccncc3)ccc2=O)c1 | -8
CC(=O)SCC(=O)Nc1cccc2c1C(=O)NC2=O | -3
COc1ccc(OCC(=O)NCC2CCN(C3CCCC3)CC2)cc1 | -4
O=C(NCCCn1nc(-c2cccnc2)ccc1=O)c1cccc(C(F)(F)F)c1 | -11
Brc1ccc2c(c1)OCCSCCOCCSCCO2 | 43*
O=C(Nc1ccccc1)Nc1nc(C(=O)O)cs1 | 63*
Cc1ccc(C)c(S(=O)(=O)N=C2C=C(SCC(=O)O)C(=O)c3ccccc32)c1 | -3
O=S(=O)(NCCn1ccnc1-c1ncccn1)c1ccc(Cl)s1 | 44*
Cc1ccc(CSc2c(C)[nH]c3ccccc23)cc1 | -11
CCN(CC)S(=O)(=O)c1ccc(N2CCCC2)c(C(=O)OCC(=O)C(C#N)=C(C)N)c1 | -1
COc1ccc(CCNC(=O)CCn2c(SCC(=O)c3ccc(Br)cc3)nc3ccccc3c2=O)cc1OC | -6

An excerpt of the results above, for reference:
molecule | SSB-PriA inh
COC(=O)c1ccc(CSc2ccc(NC(C)=O)nn2)o1 | -20
CC(=O)Nc1ccc(NC(=O)c2csc3nc(-c4ccc(F)cc4)cn23)cc1 | 10
CCOC(=O)c1sc(NC(=O)CCS(=O)(=O)c2ccccc2)nc1-c1ccccc1 | -16
COc1ccc(NC(=O)N2CCC(SC(C)(C)C)C2)cc1 (configuration not stated) | -2
Cc1cc(=O)n2c(n1)SC[C@@H]2CC(=O)OCc1cc(-c2cccs2)on1 | -15

The list continues.
molecule | SSB-PriA inh
COc1ccc(C(=O)N2CCN(c3ccc(-c4ccc(Cl)cc4)nn3)CC2)c(OC)c1 | 2
CCOC(=O)c1c(-c2ccc(C(C)(C)C)cc2)csc1NC(=O)CN1CCOCC1 | 1
N#Cc1cccnc1N1CCC(CNC(=O)NCc2ccccc2)CC1 | 6
O=S(=O)(c1ccccc1Cl)N1CCN(c2cc(-n3cncn3)ncn2)CC1 | -6
CCN1C(=O)c2cc(NC(=O)c3cccc(OC)c3OC)ccc2Oc2ccccc21 | 37
O=C(Cc1csc(-n2cccc2)n1)Nc1ccc(OC(F)(F)F)cc1 | -14
O=C(CSc1nc2c(c(=O)[nH]1)CN(Cc1ccccc1)CC2)Nc1ccc(F)c(F)c1 | -23
COc1ccc(N2CCN(CCNS(=O)(=O)Cc3ccccc3Cl)CC2)cc1 | -1
CC(C)(C)NC(=O)Cc1csc2nc(-c3ccc(F)cc3)cn12 | -9
COCCNC(=S)NN=C1CC(C)CC(C)(C)C1 (configuration not stated) | 10
CN(C)[C@@H](CNC(=O)C(=O)Nc1ccc(OC(F)(F)F)cc1)c1ccc2c(c1)CCO2 | 8
COC(=O)c1ccc(C2c3c(C)nn(-c4cccc(Cl)c4)c3OC(=N)C2C#N)cc1 (configuration not stated) | 4
